IL1B cytotox: toxic to HUVEC cells under IL-1B stimulation; HUVEC cell count loss, Hoechst imaging, IL-1B stimulated; cell count reduction, % at 2 µM; AID 845; 94,000 compounds, 0.41% hits;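 active = cell count reduction more than 3 SD above the screen-wide mean, cut at about 70% in these data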;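 note: normalized per plate to untreated control cells as the no-loss baseline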
PTK2B oligo ant: blocks oligomerization of human Pyk2 in cells; Q14289; Q293 cells, Pyk2 FERM NanoBiT luminescence; active compounds read low; z-score (the deposit names both 25 µM and 10 µM); 99,000 compounds, 0.83% hits; AID 1347419;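 active = Z-score of -3 or lower, scaled per plate to the spread of control and sample wells; inactive = z-score above -3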;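 note: negative z-score means lost luminescence so less FERM oligomerization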
Target sequence (Q14289 whole entry, looked up): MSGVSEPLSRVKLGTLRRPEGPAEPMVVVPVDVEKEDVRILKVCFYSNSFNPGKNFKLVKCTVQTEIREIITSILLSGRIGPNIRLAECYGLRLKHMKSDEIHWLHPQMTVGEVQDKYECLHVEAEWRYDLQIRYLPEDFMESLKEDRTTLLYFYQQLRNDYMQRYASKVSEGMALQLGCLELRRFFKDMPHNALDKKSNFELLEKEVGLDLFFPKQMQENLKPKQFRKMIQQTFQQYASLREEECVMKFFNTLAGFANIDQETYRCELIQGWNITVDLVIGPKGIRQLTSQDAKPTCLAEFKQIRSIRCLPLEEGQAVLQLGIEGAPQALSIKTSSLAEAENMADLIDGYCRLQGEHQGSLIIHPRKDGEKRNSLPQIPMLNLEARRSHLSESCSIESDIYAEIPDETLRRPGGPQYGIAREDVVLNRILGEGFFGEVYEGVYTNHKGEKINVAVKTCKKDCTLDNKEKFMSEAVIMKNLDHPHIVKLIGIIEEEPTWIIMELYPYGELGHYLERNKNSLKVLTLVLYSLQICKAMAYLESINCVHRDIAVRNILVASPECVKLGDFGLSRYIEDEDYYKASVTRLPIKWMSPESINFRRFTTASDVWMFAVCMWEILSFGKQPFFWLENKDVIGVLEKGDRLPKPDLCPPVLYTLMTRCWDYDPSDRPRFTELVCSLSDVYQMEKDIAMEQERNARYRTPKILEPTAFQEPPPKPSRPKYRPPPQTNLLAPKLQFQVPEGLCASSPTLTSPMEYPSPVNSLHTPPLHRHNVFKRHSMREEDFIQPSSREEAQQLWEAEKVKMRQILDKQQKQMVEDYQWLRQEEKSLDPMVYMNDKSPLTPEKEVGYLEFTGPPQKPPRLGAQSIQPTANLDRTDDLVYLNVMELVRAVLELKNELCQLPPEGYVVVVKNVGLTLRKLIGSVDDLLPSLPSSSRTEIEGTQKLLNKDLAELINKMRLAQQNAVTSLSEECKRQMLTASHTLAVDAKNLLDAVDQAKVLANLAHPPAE
F-actin modifier: alters cytoskeleton assembly in HUVEC cells. HUVEC TNFa F-actin phalloidin imaging, high content. inhibition, % at 2 µM. 91,000 compounds, 0.18% hits. AID 836;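 active = inhibition above the batch mean plus 3 SD and confirmed as a hit by visual image inspection, cut at about 30% in these data, passing the limit was not always enough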; note: strong numbers were not always called active
HUVEC inhibit: blocks proliferation of human endothelial cells. HUVEC proliferation, CellTiter-Glo luminescence, 72 h; active compounds read low. viability, % at 10 µM (by protocol). 86,000 compounds, 1.1% hits. AID 648;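 active = viability at or below 30%; inactive = viability above 30%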;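 note: 100% = median luminescence of DMSO-only cell control wells on each plate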
H69AR inhibit: growth inhibitors of human H69AR lung tumor cells; viability, % at 10 µM; H69AR lung tumor viability, ATP luminescence, 72 h; active compounds read low; 85,000 compounds, 6% hits; AID 598;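 active = viability at or below 40%; inactive = viability above 40%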;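 note: multidrug resistant small cell line overexpressing MRP-1 efflux transporter; 100% = mean luminescence of untreated control wells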
HUVEC tox TNFa: HUVEC cytotoxicity counter-screen, TNF alpha stimulated | 93,000 compounds, 0.17% hits | cell count reduction, % at 2 µM | HUVEC TNFalpha-stimulated, Hoechst cell count, imaging;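 active = cell count reduction exceeding the screen mean by over 5 SD, scaled to untreated wells per plate, cut at about 78% in these data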;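 note: cells counted after 24 h of TNF alpha exposure following the 1 h pretreatment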
Smad3 inh: inhibitors of human Smad3 transcription factor binding. P84022. TR-FRET Smad3/Dy647-FoxH1 peptide binding, europium anti-His. inhibition, % at 25 µM. 88,000 compounds, 0.29% hits;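 active = compounds that reduce the energy-transfer binding signal between the protein and its labelled peptide by more than half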;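 note: 0% = Smad3 plus labelled peptide maximal FRET and 100% = peptide-only background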
VCAM1 TNFa inh: reduces TNF alpha induced VCAM1 expression in HUVEC | 95,000 compounds, 0.48% hits | inhibition, % at 2 µM | HUVEC TNFa-induced VCAM-1 immunofluorescence, high-content imaging | AID 802;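 active = inhibition above the batch mean plus 3 SD, with images confirmed as a hit by eye, cut at about 37% in these data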;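 note: 0% = TNF-stimulated DMSO wells and 100% = unstimulated control wells; not every result past the cut was called active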
Lung fibro prol: blocks proliferation of human lung fibroblasts. viability, % at 10 µM. 85,000 compounds, 1.1% hits. LL 47 human lung fibroblast viability, ATP luminescence; active compounds read low;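 active = viability at or below 50% in the single dose screen; inactive = viability above 50%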;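 note: compound exposure lasted 72 h before the ATP readout; 100% = median luminescence of untreated cell-only wells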
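Times – overnight cell rest, 72 h compound treatment at 37 °C · Test system – human lung fibroblast line LL 47, low passage · Amount – 1,150 cells in each well · Controls – cell-only wells, no compound · Doses – 0.1% DMSO in all compound wells · Measured by – CellTiter-Glo luminescence · Buffer or medium – IMEM plus 15% FBS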
Starred values were filed as active, the others as inactive; · = no result given; [ ] = remark or other dose. These rows are one share of the data; the hit share may differ from the screen's.

Preview:
Compound,IL1B cytotox,PTK2B oligo ant,F-actin modifier,HUVEC inhibit,H69AR inhibit,HUVEC tox TNFa,Smad3 inh,VCAM1 TNFa inh,Lung fibro prol
CC1CCN(c2nc3ccccc3nc2C(C#N)C(=O)OC2CCCCC2)CC1 (stereo not drawn),92.5*,0.2,-8.4,82.4,82.9,5.7,-2.9,-11.0,93.2
Cc1cccc(C(=O)Oc2csc(=S)n2C(=O)c2cccc(C)c2)c1,-0.6,0.23,1.6,91.2,82.3,-4.6,-2.4,3.0,109.6

This part in full, repeating the preview:
Compound,IL1B cytotox,PTK2B oligo ant,F-actin modifier,HUVEC inhibit,H69AR inhibit,HUVEC tox TNFa,Smad3 inh,VCAM1 TNFa inh,Lung fibro prol
CC1CCN(c2nc3ccccc3nc2C(C#N)C(=O)OC2CCCCC2)CC1 (stereo not drawn),92.5*,0.2,-8.4,82.4,82.9,5.7,-2.9,-11.0,93.2
Cc1cccc(C(=O)Oc2csc(=S)n2C(=O)c2cccc(C)c2)c1,-0.6,0.23,1.6,91.2,82.3,-4.6,-2.4,3.0,109.6
Cc1cc(C(F)(F)F)nc(SCC(=O)c2cccc([N+](=O)[O-])c2)n1,-3.1,-0.99,6.8,·,·,4.3,·,-0.6,·
O=C(CSc1nnc2scc(-c3ccccc3)n12)NCc1ccc2c(c1)OCO2,-11.4,0.67,4.8,88.3,73.4,-5.4,1.7,-1.3,98.1
Cc1cccc(OC(=O)CN2C(=O)C3C4CCC(C4)C3C2=O)c1C (stereo not drawn),-4.2,0.43,-13.2,·,·,-3.0,·,5.4,·
Nc1nnc(SCC(=O)c2ccccc2)s1,-37.5,1.47,4.1,87.7,78.0,-30.4,3.3[fluorescence artefact?],-10.0,96.1
CC1=CC2=C(OC1N(C)C)c1cccc3cccc(c13)C2=O (stereo not drawn),-16.9,-0.57,6.7,101.4,73.5,-11.8,16.2,2.4,111.4
CCOC(=O)CSc1nc2ccc(C)cc2[nH]1,-0.4,2.32,-5.8,98.0,89.4,-6.2,10.1,4.4,98.1
COc1cc2nc(SCc3ccc(C(F)(F)F)cc3)n(Cc3cccs3)c(=N)c2cc1OC,-10.9,-0.65,-11.6,·,·,10.8,·,-4.2,·
Fc1ccccc1Cn1nnc2c(-n3ccnc3)ncnc21,·,-0.25,·,107.0,90.4,·,-9.6,·,90.8
COc1ccc(CCNC(=O)CNS(=O)(=O)c2cccs2)cc1OC,·,-0.69,-1.8,88.2,100.5,8.2,4.5,-8.5,100.5
Cc1cc(Cl)ccc1OCC(=O)NCCC(=O)O,-14.8,0.82,0.6,96.3,96.7,-30.6,7.4,-69.1,102.1
COC(=O)c1ccc(NC(=O)CN(c2ccc(OC)cc2)S(C)(=O)=O)cc1,-1.6,-0.4,10.4,98.0,85.0,-11.8,6.5,-5.1,95.5
O=C(CN1CCOCC1)Nc1ccc(-c2nc3ccccc3[nH]2)cc1,3.4,1.34,23.2,·,·,-34.3,·,16.8,·
CCOC(=O)CSC1=NC(=O)/C(=C\c2ccc(Cl)cc2)S1,16.7,0.33,2.9,·,·,-14.0,·,12.5,·
O=C(NCc1ccccn1)C(C(=O)c1ccc(F)cc1)n1ccccc1=O (stereo not drawn),-16.1,1.43,19.6,93.4,107.2,22.0,-4.2,11.2,90.5
COc1cc(C(=O)Nc2ccccn2)cc(OC)c1OC,-34.9,-1.02,0.4,90.0,88.4,-22.9,-0.9,10.6,108.6
CCOC(=O)Cc1csc(NC(=O)CCc2ccc(S(=O)(=O)N3CCOCC3)cc2)n1,18.6,1.46,-44.8,98.5,90.2,10.8,3.1[fluorescence artefact?],-17.9,93.8
Cc1ccc(NC(=O)CS(=O)(=O)c2cn(C)c3ccccc23)c(C)c1,·,·,·,100.5,97.4,·,-4.5,·,103.7
COc1ccc(N2CCN(c3oc(COc4ccccc4Cl)nc3C#N)CC2)cc1,·,0.88,·,101.3,88.7,·,2.8,·,97.1

The results go on.
Compound,IL1B cytotox,PTK2B oligo ant,F-actin modifier,HUVEC inhibit,H69AR inhibit,HUVEC tox TNFa,Smad3 inh,VCAM1 TNFa inh,Lung fibro prol
C[C@H](Nc1ncnc2sc3c(c12)CCC3)C(=O)O,7.3,-1.15,-10.0,95.7,98.5,8.2,-9.4,16.5,100.1
CCOC(=O)c1[nH]c(C)c(C(=O)Nc2ccc3c(c2)OCCO3)c1C,-14.3,-0.07,17.4,87.9,75.7,-17.0,5.0,-8.7,96.9
CC(C)CNC(=O)c1ccc(Cl)c(Cl)c1,-113.2,-0.7,-10.2,95.6,103.8,9.4,2.2,12.9,95.3
Cc1ccc(-n2c(C)nc3c(cnn3-c3ccc(F)cc3)c2=O)cc1,6.5,-1.24,-17.4,109.3,94.7,6.4,1.6,7.1,95.5
CCOC(=O)N1CCC(N(CCOC)C(=O)Nc2ccc(CC)cc2)CC1,·,1.09,·,112.6,57.6,·,5.0[fluorescence artefact?],·,102.2
COC(=O)c1ccccc1NC(=O)c1noc2c1CCCC2,·,-0.76,·,59.6,72.3,·,-3.0,·,99.7
COCCCn1cnc2c(c1=O)c1nc3ccccc3nc1n2-c1ccccc1,-43.0,-1.04,59.9,87.1,59.4,-11.2,8.0,3.7,89.0
CCCCOc1ccc(/C(O)=C2/C(=O)C(=O)N(CCCOC)C2c2ccncc2)cc1C (stereo not drawn),-22.1,0.52,-12.3,94.8,100.6,-13.0,0.7,6.8,101.4
CCOC(=O)CSc1nc(C)c2cc(OC)ccc2n1,-13.0,0.15,25.7,99.0,93.5,-20.5,0.4,4.4,102.7
Cc1ccnc(SCC(=O)Nc2sc3c(c2C#N)CCCC3)n1,7.6,-1.16,-18.7,66.4,89.7,0.0,-1.3,-12.4,89.3
Cc1ccc(C(=O)O/N=C/C2=C(Cl)c3ccccc3CC2)cc1,15.7,0.69,-8.7,81.0,89.9,-6.8,5.1,-5.6,96.0
CCCCn1c(SCC(N)=O)nnc1-c1ccco1,-9.9,-0.06,-8.5,98.6,91.9,-18.2,5.0,-3.8,·
COc1ccc(-c2nc(C#N)c(N3CCN(c4cccc(Cl)c4)CC3)o2)cc1OC,·,1.34,·,89.8,98.1,·,0.0,·,98.7
CC1=NN(C(=O)c2ccc(Br)cc2)C(O)(C(F)(F)OC(F)(F)F)C1 (stereo not drawn),·,0.32,8.6,·,·,-25.1,·,14.2,·
CC1(C)N=C(c2ccc(Cl)cc2Cl)C(=O)N1,10.5,0.3,14.3,94.4,87.4,-5.7,6.8,11.4,101.1
CCCCCn1c(=O)[nH]c2cc(C(=O)NCCc3ccc(OC)c(OC)c3)ccc2c1=O,-1.6,-0.07,4.3,·,·,13.6,-15.5,3.9,·
CC(=O)NC(c1ccco1)c1ccc2cccnc2c1O (stereo not drawn),-36.5,1.91,18.9,4.6*,43.0,-30.4,5.2,-36.8,2.2*
Cc1nc2c(oc3ccccc32)c(=O)o1,-31.0,1.15,10.6,95.8,93.6,-40.9,5.8,-21.1,92.9
CN(C)CCOc1ncnc2c1oc1ccccc12,3.8,-0.31,-19.9,94.5,87.1,7.0,-0.2,18.2,100.9
COc1ccccc1-n1cnnc1SCC(=O)NCc1cccs1,-11.1,0.24,·,101.5,87.2,-43.0,-9.8,31.0,105.0

New compounds follow.
Compound,IL1B cytotox,PTK2B oligo ant,F-actin modifier,HUVEC inhibit,H69AR inhibit,HUVEC tox TNFa,Smad3 inh,VCAM1 TNFa inh,Lung fibro prol
CSc1ccccc1NC(=O)C1CC(c2ccccc2O)=NO1 (stereo not drawn),-17.0,-1.55,-5.2,91.4,78.4,-21.3,-1.9,21.4,92.7
O=C(NCCN1CCCCC1)c1ccco1,0.5,1.97,14.4,101.0,96.1,-48.3,19.9[fluorescence artefact?],-0.3,99.1
COc1ccc(NC(=O)CN2CCN(S(=O)(=O)c3ccc(F)cc3)CC2)cc1Cl,-115.1,-0.29,0.2,89.9,55.8,-36.1,1.4,16.0,97.8
O=C(Nc1nc2ccccc2[nH]1)c1ccc(F)cc1,-27.0,-0.54,6.2,96.3,43.6,-32.8,5.2,-14.4,94.9
COc1cccc(/C(O)=C2/C(=O)C(=O)N(Cc3ccco3)C2c2ccncc2)c1 (stereo not drawn),1.5,0.33,6.5,94.3,93.6,5.5,-8.8,-0.4,106.4
CCCS(=O)(=O)N1CCn2c(nc3ccccc32)C1,-33.3,·,2.1,98.4,84.0,-7.0,-4.1,-1.1,85.0
Cc1nnc(N2CCN(c3ccccc3)CC2)c2nn(-c3ccccc3F)c(C)c12,-7.3,·,-0.8,61.5,60.9,-11.9,-8.9,17.6,101.6
CCN(CC)c1ccc(Nc2nc(N3CCOCC3)c3ccccc3n2)cc1,-24.4,-0.28,17.2,81.0,31.8*,-31.7,-1.2,5.2,88.1
N#Cc1ccc(-c2ccccc2)nc1SCC(=O)c1cc2ccccc2oc1=O,-18.8,-0.04,-3.4,·,·,-10.7,·,2.4,·
CCCCOc1ccc(C(=O)Nc2ccc(N3CCN(C(C)=O)CC3)cc2)cc1,-48.6,-0.42,-2.1,83.9,100.7,-16.0,3.0,7.1,86.0
CCn1c(SCC(=O)Nc2cc(NC(C)=O)ccc2OC)nnc1-c1cccnc1,23.0,0.49,-9.8,90.6,89.3,13.2,-12.7,2.8,100.7
COc1cc(OC)c(OC)cc1/C=N/NC(=S)NCC1CCCO1 (stereo not drawn),-7.7,-0.55,11.0,·,·,-22.7,·,8.2,·
O=C(Nc1ncn[nH]1)c1ccc([N+](=O)[O-])cc1[N+](=O)[O-],12.5,0.52,5.8,·,·,-0.3,·,-14.0,·
COC(=O)C1=C(C)NC2=C(C(=O)CCC2)C1c1ccccn1 (stereo not drawn),·,·,·,107.3,106.1,·,-0.7,·,105.6
CNc1nc(-c2ccccc2)nc(-c2ccccc2)c1C#N,-8.9,0.47,14.9,94.6,94.7,-13.7,-3.5,8.6,90.2
CN(C)S(=O)(=O)c1ccc(C(=O)OCn2nnc3ccccc3c2=O)cc1,5.3,·,-14.9,106.5,96.5,50.2,2.9,-6.9,111.1
O=C(Nc1ccc(N2CCCC2)cc1)C(Cl)c1ccccc1 (stereo not drawn),·,-0.45,-6.7,97.4,21.6*,-19.2,10.2,11.8,91.9
Cc1ccc(C(=O)Cn2c(C)cc(C)c(C#N)c2=O)cc1,-3.4,-0.19,-15.8,96.2,100.4,-14.2,9.0,1.9,100.5
Cc1c(C(=O)OC2CCCC2)[nH]c2c1C(=O)CC(c1ccco1)C2 (stereo not drawn),·,·,·,32.3,28.2*,·,-0.4,·,55.3
C=CCNC(=O)COc1ccc(S(=O)(=O)NC2CCCCC2)cc1,8.6,1.81,1.7,99.9,100.4,-13.3,0.0,-12.5,97.9

Additional records
Compound,IL1B cytotox,PTK2B oligo ant,F-actin modifier,HUVEC inhibit,H69AR inhibit,HUVEC tox TNFa,Smad3 inh,VCAM1 TNFa inh,Lung fibro prol
N#Cc1c(NC(=O)c2ccc(Cn3cc(Br)cn3)o2)sc2c1CCCCC2,-16.2,-0.13,18.8,87.7,84.8,-13.1,-3.6,1.3,99.5
COc1cc(Nc2cc(C)nc3ncnn23)cc(OC)c1OC,·,·,·,92.3,85.8,·,1.7,·,101.5
CC(=O)Oc1c(Cl)cc(Cl)cc1/C=C/c1ccc2ccccc2n1,-6.2,-2.79,13.5,·,·,11.8,·,11.5,·
O=C(CN1CCCCC1)Nc1ccc(S(=O)(=O)N2CCCCCC2)cc1,-0.6,0.67,11.0,100.2,101.0,-15.8,3.4,-4.7,89.8
Nn1c(SCC(=O)Nc2ccc3c(c2)OCCO3)nnc1C(F)(F)F,-17.1,-2.47,33.6*,100.9,85.0,-9.4,-5.1,0.8,96.9
